14-3-3 PPI = modulators of 14-3-3 gamma protein binding, primary screen, biochemical, fluorescence polarization; 14-3-3 protein gamma (Homo sapiens), P61981; FP, 14-3-3gamma / TMR-pS259-Raf peptide binding; inhibition, % at 40 µM; 160,000 compounds, 0.19% hits; AID 422, 2006; in the data active means inhibition above about 30%;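 further: 0% = protein plus tracer without compound and 100% = blank with tracer alone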
Target sequence (P61981 whole entry, looked up): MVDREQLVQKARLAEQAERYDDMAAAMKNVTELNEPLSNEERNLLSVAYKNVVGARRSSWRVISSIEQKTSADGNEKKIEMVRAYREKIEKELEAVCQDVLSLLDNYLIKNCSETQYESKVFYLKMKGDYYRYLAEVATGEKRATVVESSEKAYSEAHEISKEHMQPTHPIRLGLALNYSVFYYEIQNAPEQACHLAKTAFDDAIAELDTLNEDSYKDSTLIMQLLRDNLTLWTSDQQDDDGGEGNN
The depositor's hits bear a star; & = joins results of further samples.

SMILES	14-3-3 PPI
C=CCN(c1ccccc1)C(C(=O)NC1CCCC1)c1ccc(C)cc1 (stereo not drawn)	0
Fc1cccc(-c2nc3cc(N=Cc4ccccc4)ccc3o2)c1	-23
CC(=O)c1c(C)n(-c2ccccc2)c2ccc(OCC(O)CN3CCOCC3)cc12 (stereo not drawn)	-5
CCOC(=O)c1c(NC(=O)C2CCCCC2)sc(C)c1C	-9
c1ccc(-c2csc3ncnc(N4CCCCCC4)c23)cc1	1
CCN(CC)C(=O)Cn1cnc2sc(C)c(S(=O)(=O)N3CCC(C)CC3)c2c1=O	-19
COc1ccc(C(=O)n2nc(C)c(Sc3ccc(C)cc3)c2C)cc1	-11
O=C(c1cc(-c2ccc(Cl)cc2Cl)on1)N1CCOCC1	8
CC1Cc2ccccc2N1S(=O)(=O)c1cnc[nH]1 (stereo not drawn)	-47&-113
N#CCSc1nc2ccccc2c2nc3ccccc3n12	-16
Cc1cc(C(F)(F)F)nc(Nc2nc(C)c3ccccc3n2)n1	-8
CC(C)CC(NC(=O)C(CC(C)C)NC(=O)OC(C)(C)C)C(=O)O (stereo not drawn)	-2
OCCNc1ncnc2c1ncn2Cc1ccccc1	0
COc1ccc(CNS(=O)(=O)c2ccc(F)c(C(=O)Nc3ccc(OC)cc3)c2)cc1	-6
CC1CCCN(CCCNS(=O)(=O)c2ccc3c(c2)CCN3C(=O)C2CCC2)C1 (stereo not drawn)	-8
COc1ccc2cc3cc(C(=O)N4CCN(c5ccc([N+](=O)[O-])cc5)CC4)sc3nc2c1	-6
O=C(Nc1ccc([N+](=O)[O-])cc1)N1CCOCC1	-6
COc1ccc(C2Nc3ccc4ccccc4c3C3=C2C(=O)CC(C)(C)C3)cc1 (stereo not drawn)	-7
Cc1cc(C)c(NC(=O)CCCN2CCN(C)CC2)c(C)c1	1
COc1ccc(CCNC(=O)CC(NS(=O)(=O)c2ccc(NC(C)=O)cc2)C(C)C)cc1OC (stereo not drawn)	-4
CCCCN1C(=O)CC(Nc2ccc(CC)cc2)C1=O (stereo not drawn)	-2
COc1cccc(CNC(=O)CCn2c(=S)[nH]c3cc4c(cc3c2=O)OCO4)c1	-11
O=C(Nc1cccc(C(F)(F)F)c1)C1COc2ccccc2O1 (stereo not drawn)	3
CCCNC(=O)c1ccc(S(=O)(=O)CC(=O)OCC)c([N+](=O)[O-])c1	-1
O=c1[nH]c2ccc(S(=O)(=O)NC3CCCCCCC3)cc2o1	-16
The results go on:
SMILES	14-3-3 PPI
Cc1ccc(Nc2cc(=O)n(C)c(=O)[nH]2)cc1C	-6
CCc1ccccc1NC(=O)CCS(=O)(=O)c1cc(Br)cc2c1N(C(C)=O)CC2	-9
Cn1c2ccccc2c2nnc(SCC(=O)c3ccccc3)nc21	-11
Cc1ccc2oc(-c3cc(NC(=O)c4ccc(Cl)cc4)ccc3O)nc2c1	-49
CN1CCN(C(=O)c2cc(-c3ccc4c(c3)OCO4)on2)CC1	-1
O=C(O)CC(C(=O)NCc1ccccc1)C1CCCO1 (stereo not drawn)	0&-1
O=C(CSc1nc2ccccc2s1)NCCOC12CC3CC(CC(C3)C1)C2	7
COc1ccc(NC(=O)c2ccc(Cl)c(S(=O)(=O)N3CCCCCC3)c2)cc1	-4
CCC(C)NS(=O)(=O)c1ccc(F)c(C(=O)Nc2ccc(C)c(C)c2)c1 (stereo not drawn)	-13
CCn1c(SCc2ccccc2)nnc1-c1ccc(S(=O)(=O)N2CCCCC2)cc1	6
COC(=O)c1ccc2c(c1)sc(=NC(=O)c1ccc(S(=O)(=O)N3CCC(C)CC3)cc1)n2C	-4
S=c1[nH]nc(-c2ccncc2)n1Cc1ccco1	-3
COc1ccc(CCNS(=O)(=O)c2ccc(S(=O)(=O)N3CCCC3)cc2)cc1OC	0
CCOC(=O)c1ccc(N2C(=O)CC(NCc3ccccc3)C2=O)cc1 (stereo not drawn)	-2
Cc1nc(=O)c(-c2ccccc2)c(C)n1-c1ccc(O)c(C(=O)O)c1	3
COC(=O)c1sc2nc3c(cc2c1N)C(=O)CC(C)(C)C3	-7
O=C1CC(NCCc2ccc(Cl)cc2)C(=O)N1c1ccccc1 (stereo not drawn)	-11
CCOC(=O)c1c(N)nn(C(C)=O)c1-c1ccccc1	6
Cc1cc(=O)oc2c(CN(C)Cc3ccccc3)c(O)ccc12	-6
COC(=O)C1C2C=CC3(CN(c4ccccc4Br)C(=O)C13)O2 (stereo not drawn)	2
Cc1cc(N2CCOCC2)nc2ccc(NC(=O)CCC(=O)Nc3ccccc3F)cc12	-7
Cc1sc2c(c1C)c(=O)n(CCc1ccccc1)c(=O)n2Cc1cccc(F)c1	1
O=C(Cn1cccc1C(=O)c1ccccc1)NCCN1CCCCCC1	-12
COC(=O)c1ccc(OCC2c3cc(OC)c(OC)cc3CCN2C(=O)c2ccccc2[N+](=O)[O-])cc1 (stereo not drawn)	2
CCOC(=O)Cn1c(=O)oc2cc(S(=O)(=O)Nc3cc(Cl)ccc3OC)ccc21	-5

In a second layout: results already given.
14-3-3 PPI,SMILES
0,COc1ccc(CCNS(=O)(=O)c2ccc(S(=O)(=O)N3CCCC3)cc2)cc1OC
-11,Cn1c2ccccc2c2nnc(SCC(=O)c3ccccc3)nc21
-11,O=C1CC(NCCc2ccc(Cl)cc2)C(=O)N1c1ccccc1 (stereo not drawn)
-1,CN1CCN(C(=O)c2cc(-c3ccc4c(c3)OCO4)on2)CC1

(list continues)
SMILES	14-3-3 PPI
O=C(Nc1ccc(-c2nc3ccccc3[nH]2)cc1)c1ccccc1Br	-3
O=C(NCCCn1ccnc1)c1cc(-c2ccc(F)cc2)on1	-1
O=C1CCCN1CCC1CCN(C2CC(=O)N(Cc3ccc(N4CCCC4=O)cc3)C2=O)CC1 (stereo not drawn)	7
Cc1ccc(CN=c2c([N+](=O)[O-])nn(-c3cccc(C)c3)n2O)cc1	4
CCOc1ccc(NS(=O)(=O)c2ccc3[nH]c(=O)sc3c2)cc1	-9
CSc1nc2c(cnn2-c2ccccc2)c(=O)[nH]1	-1
CSCSC1=C(C#N)C(c2ccc(Cl)cc2)C(C(C)=O)=C(C)N1 (stereo not drawn)	-1
COc1ccccc1NC(=O)CC(=O)c1cccc([N+](=O)[O-])c1	-4
CCN(CC)c1ccc2cc(C(=O)NC(C)=O)c(=Nc3ccc(C(C)=O)cc3)oc2c1	-66
COc1ccc(-c2cn3c(C)c(C(=O)Nc4cc(NC(C)=O)ccc4OC)sc3n2)cc1	-13
CCCS(=O)(=O)N1CCC(C(=O)NC(C)CC)CC1 (stereo not drawn)	-8
CCCCC(=O)NCCc1cc2c(C)ccc(C)c2[nH]c1=O	-4
Cn1c(Cn2c(=O)sc3ccccc32)nnc1SCC(=O)N1CCCc2ccccc21	-5
COc1ccc(C(=O)Nc2ccc(NC(=O)c3ccco3)c(C)c2)cc1OC	3
O=C(CCn1c(=S)[nH]c2ccccc2c1=O)NCc1ccccc1	-6
COCCNC(=O)CN1C(=O)CC(C)(C)S(=O)(=O)c2ccccc21	2
COc1ccc(Cn2c(=O)[nH]c3cc(C(=O)NC4CCC(C)CC4)ccc3c2=O)cc1 (stereo not drawn)	-3
O=C1NC(c2ccncc2)Nc2ccccc21 (stereo not drawn)	6
Cc1ccc(CNc2ccc(N3C(=O)C4CC=CCC4C3=O)cc2[N+](=O)[O-])cc1 (stereo not drawn)	1
CCc1cccc(N=c2oc3c(C)ncc(CO)c3cc2C(=O)Nc2ccc(C(=O)OC)cc2)c1	-5
Cn1c(=O)c2c(ncn2CC(=O)NC2CCSC2=O)n(C)c1=O (stereo not drawn)	-2
COCCN(CC(=O)NCc1ccc(F)cc1)C(=O)CCC(=O)Nc1ccccn1	-3
Nc1nc2ccc(Cl)cc2c2nc(-c3ccco3)nn12	-28
CCn1c(SCC(=O)OC2CCCCC2)nnc1-c1ccncc1	-1
O=C(CSc1nc2c(c(=O)n1-c1ccc(Br)cc1)SCC2)N1CCCc2ccccc21	-16
(listing goes on)
SMILES	14-3-3 PPI
CCOC(=O)C1=C(C)NC(=S)NC1c1cn(-c2ccccc2)nc1-c1ccccc1 (stereo not drawn)	-1
Cn1c(=O)c2c(nc(CN3CCN(c4ccccc4F)CC3)n2CCN2CCOCC2)n(C)c1=O	1
Cc1[nH]c2ccccc2c1C(=O)CN1CCCCC1CCO (stereo not drawn)	-5
CC1=NN(C(=O)c2ccc(C)o2)C(O)(c2ccccc2)C1 (stereo not drawn)	4
Cc1ccc(C2CC(=O)C3=C(C2)Nc2ccccc2NC3c2ccc(C)s2)cc1 (stereo not drawn)	-12
Cc1c(N=C2SCC(=O)N2c2c(C)n(C)n(-c3ccccc3)c2=O)c(=O)n(-c2ccccc2)n1C	-2
CCOC(=O)C1CCN(CC(=O)Nc2c(C(=O)OC)[nH]c3cccc(Cl)c23)CC1	-7
C=CCN1C(=O)C(O)(CC(=O)c2cc(C)ccc2C)c2ccccc21 (stereo not drawn)	2
CCN(Cc1cc2ccccc2[nH]c1=O)C(=O)C(C)C	-5
Cc1ccccc1N=c1oc2ccccc2cc1C(=O)Nc1ccccc1	-5
O=C(O)C1CC(=O)N(Cc2ccc(F)cc2)C1 (stereo not drawn)	-3&-3
COc1ccc(C2Nc3ccc(F)cc3C3C=CCC32)cc1[N+](=O)[O-] (stereo not drawn)	-74
COC(=O)c1cc(Br)ccc1NC(=O)c1ccc(OC)c(OC)c1	2
CC(=O)N1C=CN(C(C)=O)C(c2cn(C)c3ccccc23)C1c1cn(C)c2ccccc12 (stereo not drawn)	0
O=C(CCS(=O)(=O)c1cccc2nsnc12)NCc1ccco1	-8
O=C(c1ccccc1Br)N1CCN=C1SCc1cccnc1	-12
O=[N+]([O-])c1cc2c(cc1C=Nc1ccc(O)c(-c3nc4ccccc4o3)c1)OCO2	-11
CCOc1ccc(S(=O)(=O)Nc2ccc(CC(=O)O)cc2)cc1	0
CCOC(=O)C1C(=O)C=C(c2cccc(OC)c2)CC1c1ccc(F)cc1 (stereo not drawn)	5
CSc1ccc(Cl)c(C(=O)OCC(=O)N2CCOCC2)c1	-8
Cc1cccc(-c2noc(-c3ccccc3C(=O)NCC3CCCO3)n2)c1 (stereo not drawn)	-1
CCN(CC)CCCN1C(=O)C(=O)/C(=C(/O)c2cc(C)ccc2C)C1c1cccnc1 (stereo not drawn)	7
CCn1c2ccccc2c2nnc(SCC(=O)N3CCCc4ccccc43)nc21	-6
Cc1n[nH]c(C)c1CCCCCOc1ccccc1Br	-1
COc1ccc(C2C(C(=O)N3CCCC3)c3ccccc3C(=O)N2Cc2ccc(F)cc2)cc1 (stereo not drawn)	2

4 successive records already listed:
SMILES	14-3-3 PPI
CCOC(=O)c1c(N)nn(C(C)=O)c1-c1ccccc1	6
Cc1cc(=O)oc2c(CN(C)Cc3ccccc3)c(O)ccc12	-6
COC(=O)C1C2C=CC3(CN(c4ccccc4Br)C(=O)C13)O2 (stereo not drawn)	2
Cc1cc(N2CCOCC2)nc2ccc(NC(=O)CCC(=O)Nc3ccccc3F)cc12	-7

Compounds shown so far with a furan ring, fused or not:
SMILES	14-3-3 PPI
S=c1[nH]nc(-c2ccncc2)n1Cc1ccco1	-3
COc1ccc(C(=O)Nc2ccc(NC(=O)c3ccco3)c(C)c2)cc1OC	3
Nc1nc2ccc(Cl)cc2c2nc(-c3ccco3)nn12	-28
CC1=NN(C(=O)c2ccc(C)o2)C(O)(c2ccccc2)C1 (stereo not drawn)	4
O=C(CCS(=O)(=O)c1cccc2nsnc12)NCc1ccco1	-8

(listing goes on)
SMILES	14-3-3 PPI
COc1ccc(-n2nnnc2SCC(=O)Nc2cccc(NC(C)=O)c2)cc1OC	-4
O=C(O)c1ccccc1SC1CC(=O)N(c2ccc(OC(F)F)cc2)C1=O (stereo not drawn)	-8
CC(C)OCCCNC(=O)c1cc2c(=O)n3ccccc3nc2s1	-6
Cc1ccc(N2C(=O)CSC2c2cccc(C(F)(F)F)c2)cc1Cl (stereo not drawn)	-1
CCCCC(=O)OCC(=O)Nc1ccc(OC(F)F)cc1	1
O=C(C1c2ccccc2C(=O)N2CCc3ccccc3C12)N1CCN(c2ccccc2F)CC1 (stereo not drawn)	1
O=C1c2ccccc2C(=O)N1c1cc([N+](=O)[O-])ccc1Cl	1
CCOc1cc(C2C3=C(CC(C)(C)CC3=O)Nc3[nH]c(=O)[nH]c(=O)c32)ccc1O (stereo not drawn)	-4
Cc1sc2nc(SCC(=O)c3cccs3)n(Cc3ccco3)c(=O)c2c1C	-9
CCn1cc(C(=O)N2CCN(c3ccc(C(C)=O)cc3)CC2)c2cc(OC)c(OC)cc2c1=O	-6
CC(O)Cn1cnc2c1c(=O)n(C)c(=O)n2C (stereo not drawn)	1
COc1ccc(C(C)(C)C)cc1S(=O)(=O)N1CCN(C)CC1	4
CC1Cn2c(nnc2-c2ccccc2O)S1 (stereo not drawn)	-4
Cc1cccc(NC(=O)c2ccc(NC3CCCCCC3)c([N+](=O)[O-])c2)c1	3
COc1cc(C2C(C(=O)OC3CCCCC3)=C(C)NC3=C2C(=O)CC(C)(C)C3)cc(OC)c1OC (stereo not drawn)	-18
CCOC(=O)C1=C(N)OC2=C(C(=O)CC(c3ccccc3)C2)C1c1ccc(Br)cc1 (stereo not drawn)	1
N#CSCC(=O)C12CC3CC(CC(C3)C1)C2	4
C=CCOc1ccc(C=Nc2c(C)n(C)n(-c3ccccc3)c2=O)cc1OC	-6
COc1cc2[nH]c(=S)nc(NCc3ccccc3Cl)c2cc1OC	4

Reprinted at random: 2 records from the list.
SMILES	14-3-3 PPI
CCOC(=O)C1=C(N)OC2=C(C(=O)CC(c3ccccc3)C2)C1c1ccc(Br)cc1 (stereo not drawn)	1
COc1cc(C2C(C(=O)OC3CCCCC3)=C(C)NC3=C2C(=O)CC(C)(C)C3)cc(OC)c1OC (stereo not drawn)	-18

Not all compounds are listed; count on the stated rates, not on these rows.
